Arrestin-AP2 inh: blocks beta-arrestin peptide binding to AP2 adaptin; FITC-arrestin peptide / GST-AP2 beads, flow cytometry; AP2 beta2 appendage carries R879A mutation; inhibition, % at 10 µM; 340,000 compounds, 0.31% hits;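 active = inhibition above a set limit, near 3 SD of compounds lacking own fluorescence, cut at about 54% in these data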;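 also: plate controls were DMSO wells for no effect and 5 µM unlabelled arrestin peptide for full effect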
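Material – GST-tagged AP2 beta2-adaptin appendage (R879A) on 4 µm glutathione beads · Probe or stimulus – fluorescein-tagged arrestin peptide at 50 nM final · Timing – 12 min plus 1 h, RT · Detection – bead flow cytometry, FITC channel · Read-out basis – inhibition as reduced fluorescein signal on beads, percent · Medium – PBS plus Tween 20 (0.05%) and BSA (0.1%)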
CAL PDZ FP-1: human CAL PDZ-peptide interaction inhibition; purified CAL PDZ, TMR-peptide fluorescence polarization, 1 h; inhibition, % at 20 µM; 330,000 compounds, 0.02% hits; AID 504414;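 active = highest replicate inhibition of at least 40%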;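 also: plate controls were DMSO neutral control wells for no effect and unlabeled competitor peptide control wells for full effect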
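System: purified tagged CAL PDZ domain construct (CerCALP). Schedule: 1 h incubation at room temperature before polarization reading. Medium: 25 mM sodium phosphate pH 7.4, 150 mM NaCl, TCEP, IgG, Thesit. Read-out: percent inhibition from loss of millipolarization. Measured by: FP readout, S and P plane fluorescence. Probe or stimulus: fluorescent TMR peptide probe.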
V-ATPase pH: yeast V-ATPase proton transport regulation by pHLuorin | S. cerevisiae, pHLuorin cytosolic pH fluorescence | response, % at 10 µM | 350,000 compounds, 0.37% hits | AID 504577; in the data active = response mostly above about 7.3%, no sharp cut-off; inactive = mostly below about 5.4%; also: actives read high; inactives centre near 0; some compounds called inactive have numbers as strong as hits; reference of the scale not given here
DAGLB inhibitor: diacylglycerol lipase beta (human) inhibition. HEK293T DAGLB membrane lysate, EnzChek fluorogenic substrate. Q8NCG7. inhibition, % at 5.17 µM. AID 504411. 340,000 compounds, 0.059% hits; in the data active = inhibition above about 34%;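 also: 0% = enzyme with vehicle and 100% = wells lacking enzyme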
NSD2 HMT inh: NSD2 (human) methyltransferase inhibition. O96028. NSD2 peptide methylation, AlphaScreen, 120 min. inhibition, % at 12.5 µM. 310,000 compounds, 0.54% hits. AID 743445; in the data active = inhibition above about 50%
C-LANA FP: inhibitors of KSHV LANA C-terminal domain DNA binding | inhibition, % at 9 µM | AID 504423 | 340,000 compounds, 0.078% hits | MBP-C-LANA/FAM-LBS DNA binding, fluorescence polarization;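 active = highest replicate inhibition at or above 60% at 9 µM, even if other replicates fall short; inactive = all replicates below 60% inhibition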;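 also: 0% = neutral control wells and 100% = 4 µM acridine orange control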
Keap1-Nrf2 PPI: Keap1-Nrf2 (human) interaction inhibition; Q14145; Keap1 Kelch-Nrf2 peptide fluorescence polarization, 1536-well; inhibition, % at 9.4 µM; 340,000 compounds, 0.15% hits; AID 504523; in the data active = inhibition above about 12%;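 also: human Keap1 Kelch domain with fluorescein labeled Nrf2 9mer peptide probe; 0% = neutral control wells and 100% = peptide positive control; higher means more block of Keap1 binding to Nrf2 peptide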
Target sequence (Q14145 whole entry, looked up, the tested form may be a part): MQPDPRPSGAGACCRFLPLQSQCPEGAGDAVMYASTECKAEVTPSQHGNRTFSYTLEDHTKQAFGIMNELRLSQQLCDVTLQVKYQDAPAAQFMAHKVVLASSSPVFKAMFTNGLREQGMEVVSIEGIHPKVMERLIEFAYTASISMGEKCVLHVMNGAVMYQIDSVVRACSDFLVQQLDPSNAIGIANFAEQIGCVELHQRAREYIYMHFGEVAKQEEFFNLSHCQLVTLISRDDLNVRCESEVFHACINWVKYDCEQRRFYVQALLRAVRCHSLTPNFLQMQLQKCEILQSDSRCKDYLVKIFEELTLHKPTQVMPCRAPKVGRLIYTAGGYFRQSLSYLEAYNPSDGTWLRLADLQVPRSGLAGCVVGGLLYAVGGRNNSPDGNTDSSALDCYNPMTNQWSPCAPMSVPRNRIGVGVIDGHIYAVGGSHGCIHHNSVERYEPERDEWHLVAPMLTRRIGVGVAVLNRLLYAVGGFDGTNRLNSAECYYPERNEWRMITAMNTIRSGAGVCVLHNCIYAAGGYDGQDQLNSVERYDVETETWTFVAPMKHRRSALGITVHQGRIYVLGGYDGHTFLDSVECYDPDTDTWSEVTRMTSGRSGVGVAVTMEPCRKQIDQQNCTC
CAL PDZ FP-2: CAL PDZ (human) peptide binding inhibition; Q9HD26; inhibition, % at 24.9 µM; 300,000 compounds, 0.92% hits; AID 602252; purified CAL PDZ, TMR-peptide fluorescence polarization, 1 h;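 active = mean inhibition of at least 30% with at least half of replicates also reaching 30%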;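 also: 0% = DMSO neutral control and 100% = excess unlabeled competitor peptide PRC23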
Cardiac RTF inh: cardiac RTF calcium desensitization; inhibition, % at 7.15 µM; IANBD-labeled cardiac RTF, Ca2+ fluorescence; 340,000 compounds, 0.12% hits; P19429+P45379;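 active = inhibition above the mean inhibition of all tested compounds plus 3 SD, cut at about 17% in these data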;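 also: assay run at fixed EC70 calcium of 1.6 mM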
DSG3 Ab inh: inhibitors of pemphigus antibody binding to human desmoglein-3. P32926. DSG3-coupled beads, scFv-anti-DSG3-GFP binding, flow cytometry; stronger effect = lower value. binding (percent of control), % at 10 µM. 310,000 compounds, 0.48% hits;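 active = binding more than 3 SD below its plate's average and above zero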; also: some compounds called inactive have numbers as strong as hits
* hit, by the source's call; nt = no result given.

Fields – Arrestin-AP2 inh	CAL PDZ FP-1	V-ATPase pH	DAGLB inhibitor	NSD2 HMT inh	C-LANA FP	Keap1-Nrf2 PPI	CAL PDZ FP-2	Cardiac RTF inh	DSG3 Ab inh
- Cc1ccc(S(=O)(=O)N/N=C/c2cnn(C)c2C)cc1
 : -6	-1.1	-4	-2	0	-0.2	-3	1	0	105
- Cc1cccc(-n2c(-c3ccccc3)c[nH]c2=S)c1C
 : -3	-2.4	11	3	14	0.0	-2	-1	-14	116
- CNC(=O)COC(=O)c1nc(-n2nc(C)cc2C)ccc1Cl
 : 13	-0.1	1	0	2	0.5	2	-3	-7	98
- CCC(C)n1c(=N)c(C#N)cc2c(=O)n3cccc(C)c3nc21 (configuration not stated)
 : -34	-0.5	1	0	nt	1.1	-4	3	-19	94
- Cc1ccc(CNS(=O)(=O)c2ccc(Br)s2)cc1
 : 2	-0.4	-1	2	-2	-1.8	-6	-3	-1	89
- CCn1nnc2cc(C(=O)NCCc3ccccc3F)ccc21
 : 18	-1.4	-3	-3	-6	0.3	-2	nt	-2	nt
- Cc1cccc(C)c1NC1=NC(=S)N(c2ccc(C(=O)O)cc2)C12CCCCC2
 : -9	1.7	3	1	-2	-2.5	-7	-4	-7	79
- COC(C/C=C\[C@@H](O)[C@@H](C)OCc1ccccc1)OC
 : -4	0.5	-11	-1	nt	2.1	0	-2	-18	106
- O=c1c2ccccc2c(-c2ccccc2)nn1Cc1c(Cl)cccc1Cl
 : 9	-6.4	2	-2	-2	0.1	-2	0	-5	104
- COc1ccccc1NC(=O)c1coc(=O)c(Br)c1
 : 11	-0.1	-31	nt	2	5.3	0	nt	nt	93
- CCCCCCc1nc(C(N)=O)c2[nH]c(=O)n(-c3ccc(OC)cc3OC)c2n1
 : 22	-4.0	-6	3	nt	-1.0	-2	-4	-10	84
- Cc1ccc(C)c(OCc2cc(C(=O)N3CCNC(=O)C3)no2)c1
 : 2	-1.7	-1	-2	-2	-0.6	2	-3	-8	95
- Clc1nc(NCc2ccco2)nc(N2CCCCC2)n1
 : -5	-0.3	0	-1	-11	-0.9	-4	-2	4	100
- COc1cccc(NC(=O)CSc2nc3c(sc4ccccc43)c(=O)n2CCCN2CCCC2)c1
 : 46	-9.6	0	-1	6	0.4	-8	-4	-10	136
- CC(C)CC1NC(=O)N(CC(=O)NC2CCCCC2)C1=O (configuration not stated)
 : 10	-1.2	-1	1	-1	-0.5	-5	0	0	107
- O=C(Nc1nnc(CC(=O)N2CCOCC2)s1)C1COc2ccccc2O1 (configuration not stated)
 : 18	-1.2	0	2	-4	-0.6	-1	-2	3	98
- Cc1ccc(S/C=C\C(=O)c2ccccc2)cc1
 : -3	-1.5	0	-22	nt	-0.4	6	-1	-13	113
- Cc1nn(CCOc2ccccc2)c(=O)n1-c1ccc(Cl)cc1
 : -9	nt	-1	-5	-6	-0.5	-4	-2	3	112
- O=C(Nc1cccc(Cl)c1)N1CCOCC1
 : 12	1.8	4	-1	0	1.0	-2	-2	-4	114
- CCC(C)c1ccc(NC(=O)C2=CC=CN3CCS(=O)(=O)N=C23)cc1 (configuration not stated)
 : 22	-1.6	2	-4	5	1.5	-1	7	3	100
- CC(OC(=O)c1cc(=O)[nH]c2ccccc12)C(=O)c1ccccc1 (configuration not stated)
 : 2	-0.9	-5	nt	-3	1.2	0	5	nt	114
- O=c1c2ccccc2nc(-c2ccc([N+](=O)[O-])cc2)n1O
 : -8	-0.1	3	-3	-10	0.3	1	0	-5	106
- COc1cccc(-n2nc(C(C)=O)c(C#N)c2-c2ccco2)c1
 : 0	-3.2	2	0	-4	1.5	-1	1	-5	73
- COc1ccc(NC(=O)CCCC2CCCCC2)cc1S(=O)(=O)N1CCCCC1
 : 20	-1.3	-1	-3	14	-0.8	-3	-2	-3	100
- CC(=O)Nc1ccc(OC(=O)COc2ccc(Br)cc2)cc1
 : 8	-0.3	1	-5	-1	-3.0	-12	3	7	101
- O=[N+]([O-])c1ccc(CN2CCN(c3ccc4ccccc4n3)CC2)cc1
 : 54*	-0.5	5	-9	-3	-0.7	-1	-4	-2	97
- CC(C)Cc1[nH]c(=O)c(C#N)c2c1CCCC2
 : -3	0.4	4	-4	-1	1.2	4	-2	0	98
- CC1(C(=O)OCc2cc(=O)n3cc(Br)ccc3n2)CC1(Cl)Cl (configuration not stated)
 : 37	-2.1	-2	-2	nt	0.6	1	2	3	85
- N=c1ccn(Cc2ccccc2Cl)cc1
 : -5	nt	0	-3	1	2.7	-4	0	2	115
- CC1C(=O)N2CCCc3cc(NC(=O)C4CCCCC4)cc1c32 (configuration not stated)
 : 3	-1.4	2	-1	4	-0.1	2	-3	-8	100
- O=C(CCSCc1ccccc1Cl)NC1CCCCC1
 : 34	-1.0	1	-3	2	0.0	0	0	-1	97
- CCOC(=O)N1CCN(C(=O)c2ccc3c(=O)n(-c4ccccc4F)c(=S)[nH]c3c2)CC1
 : -3	-1.2	7	-1	-1	-0.8	-5	0	-1	125
- COc1ccccc1-c1nnc(SCC(=O)O)n1-c1ccccc1
 : -13	-3.4	2	0	10	1.4	-2	-8	-2	96
- COC(=O)CCc1c(C)c(C#N)c2nc3ccccc3n2c1N1CCCC1
 : 2	-1.3	-14	-4	-1	-0.1	3	-1	-8	107
- Nc1ccc(S(=O)(=O)NN=Cc2ccccc2[N+](=O)[O-])cc1
 : -13	0.1	4	0	nt	-1.8	-3	-1	-10	92
- COc1ccc(CCNC(=O)c2ccc(COc3ccccc3OC)o2)cc1
 : 4	-1.0	0	-2	0	-0.9	-5	-3	-5	91
- O=C(c1ccccc1)c1cccc(NC(=O)C2CC2)c1
 : 1	-1.0	-7	0	-2	-0.5	0	2	-10	nt
- CC1(C(=O)N2CC3(CC(c4cccc([N+](=O)[O-])c4)=NO3)C[C@H]2C(=O)NCC(N)=O)CC1 (some centres not stated)
 : -5	-0.5	-1	-1	nt	4.3	2	0	-13	103
- COc1ccc(-c2nc3c(-c4ccc(Cl)cc4)cnn3cc2C)cc1F
 : 20	-0.5	-4	2	-4	-0.5	-3	3	-5	114
- COc1ccc(C2C3C(=O)N(N(C)c4ncc(C(F)(F)F)cc4Cl)C(=O)C3ON2C)cc1 (configuration not stated)
 : 18	-0.4	-2	-2	2	-2.0	-2	-3	-5	101
- COc1ccc(CNc2ccc3c(c2)nc(C)n3C)cc1OC
 : 39	nt	-1	2	11	1.7	0	-26	-7	100
- CNC(=S)N1CCC(c2nc3ccccc3s2)CC1
 : 12	-0.8	1	2	10	0.4	-3	nt	0	96
- Cc1ccc(S(=O)(=O)N2CCC(C(=O)N3CCc4ccccc43)CC2)cc1
 : -7	-0.5	-6	-3	0	-0.1	-2	nt	7	108
- O=C(/C=C/c1ccc(Cl)cc1)Nn1c(-c2cccs2)nc2ccccc2c1=O
 : 0	-1.5	0	0	0	0.3	-5	-2	-9	86
- O=C(CCCOc1ccccc1)NC1CCCc2ccccc21 (configuration not stated)
 : 2	0.2	1	-13	-2	-0.2	-7	2	-15	nt
- CN(Cc1nccs1)C(=O)C1CCC(=O)N(Cc2ccccc2F)C1 (configuration not stated)
 : -6	-1.4	5	-1	-2	0.3	0	-1	-4	104
- CCC(O)(C#CCN1CCCCC1)CC
 : 26	-1.2	2	-2	24	1.3	-4	0	3	99
- O=C(Nc1ccc(Cl)c(Cl)c1)Nc1ccc([N+](=O)[O-])cn1
 : 27	-5.4	3	2	27	2.5	5	0	-8	88
- CC(C)CN(CCCNC(=O)CN1C(=O)COc2ccc(S(=O)(=O)N3CCOCC3)cc21)CC(C)C
 : -8	-1.8	-6	-1	nt	0.3	-3	0	-2	77
- Cc1ccc(S(=O)(=O)N(CCC(=O)NCc2ccccc2F)c2ccccc2)cc1
 : -4	-0.8	0	-9	-3	-0.2	-1	-4	7	104
- CCC(C)(C)NC(=O)c1cc(C(=O)OC)cc([N+](=O)[O-])c1
 : 33	-1.2	-2	-2	4	-0.3	-2	-2	0	98
- Cc1ccc(C2(c3noc(CN(C)Cc4cccnc4)n3)CCCC2)cc1
 : 9	-0.8	-2	-2	-1	-0.4	1	19	-10	97
- CCSc1nsc(SCC)c1C(N)=O
 : 12	-5.2	4	-1	3	-0.9	-1	1	10	105
- Cc1nc(CCN2C(=O)c3ccccc3C2=O)cs1
 : 20	-0.2	-7	-2	-2	-0.9	-3	7	5	nt
- c1ccc(C2=Nc3cccnc3C(c3ccccc3)=NN2)cc1
 : 52	-1.3	2	-2	-10	-1.2	-1	1	-5	107
- Cc1ccc(NC(=O)c2ccc3c(c2)OCO3)cc1S(=O)(=O)N1CCOCC1
 : 6	-1.2	1	2	-2	0.4	-1	nt	1	93
- Cc1ccc(S(=O)(=O)N(C)c2ccc(C(=O)N3CCOCC3)cc2)cc1
 : 1	-2.3	4	-2	3	-2.1	0	nt	-4	nt
- CCOc1ccccc1NC(=O)CSc1nnc(CNC(=O)c2ccco2)o1
 : 2	0.7	2	1	0	0.5	-1	-3	-1	90
- CC12CCC(=O)N1C(C(=O)NNC(=O)c1ccccc1Cl)CS2 (configuration not stated)
 : 36	0.5	-3	0	-2	2.5	-4	nt	-1	107
- N#Cc1ccc2c(c1)NC(=O)C1CCCN21 (configuration not stated)
 : -16	-2.0	3	0	0	1.3	4	-5	-5	nt

(more compounds)
Fields – Arrestin-AP2 inh	CAL PDZ FP-1	V-ATPase pH	DAGLB inhibitor	NSD2 HMT inh	C-LANA FP	Keap1-Nrf2 PPI	CAL PDZ FP-2	Cardiac RTF inh	DSG3 Ab inh
- CCCCCCSc1ccc([C@@H]2[C@H]3C(=O)N(C)C(=O)[C@H]3[C@]3(C(=O)OC)CCCCN23)cc1
 : -1	-0.6	-6	-12	nt	-0.9	-15	1	-14	nt
- O=C(N/N=C/c1ccoc1)c1cc(Br)ccc1O
 : -2	-1.7	0	10	30	-1.5	2	0	-5	105
- CCC(C)N(C(=O)Cn1nnc2ccccc21)C(C(=O)Nc1ccc(F)cc1)c1cccc(OC)c1 (configuration not stated)
 : -3	-0.3	1	2	nt	-0.8	-5	-10	-6	102
- CN1C(=O)[C@@H]2[C@H](C1=O)[C@@H]1C(=O)Nc3ccccc3C(=O)N1[C@@H]2c1cccc(Br)c1
 : 7	-0.3	3	3	nt	1.9	0	0	-6	107
- CCOC(=O)C1(CC2CCCCO2)CCN(Cc2nc3ccccc3[nH]2)CC1 (configuration not stated)
 : 4	-0.1	1	-2	-1	0.6	-4	nt	2	102
- Nc1cc(N)cc(C(=O)OCC(=O)Nc2cc(S(=O)(=O)N3CCCCC3)ccc2Cl)c1
 : 2	16	-1	2	17	-0.5	-4	5	-2	nt
- CC(OC(=O)Cc1coc2ccc3ccccc3c12)C(=O)Nc1ncc(Cl)cc1Cl (configuration not stated)
 : 0	-1.3	2	-1	8	-0.4	-9	0	-8	113
- Cc1ccccc1-c1nnc(SCC(=O)NCc2ccc3c(c2)OCO3)n1C
 : -1	-1.6	1	0	7	-2.1	1	-4	-2	nt

Source: PubChem BioAssay

Some of the compounds tested; rates above refer to the full screens.
